PAX8 inh HTS: inhibitors of PAX8-driven TPO luciferase reporter, primary screen, RMG-I cells, single concentration. SteadyGlo, 24 h. inhibition, % at 12.6 µM. 360,000 compounds, 1.2% hits. AID 652154, 2013;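 active means mean replicate inhibition at least 60% with every replicate also reaching 60%; inconclusive means only one of the two criteria is met; inactive means mean below 60% and not all replicates reaching 60%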;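 further: luciferase light reporting Pax8 driven TPO promoter activity; plate controls were median of neutral control wells for no effect and mitoxantrone controls for full effect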
C2C12 statin: suppressors of statin myotoxicity in C2C12 myotubes, primary screen, cell-based, single point, plate reader; 330,000 compounds, 0.78% hits; AID 602340, 2012; rescue of ATP level, % at 7.49 µM; C2C12 myotubes + simvastatin, ATP luminescence, 48 h; scaled: DMSO 0, geranylgeraniol control 100;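 active means mean ATP rescue above about 67%, or every replicate alone reaching that limit, limit read from the data, passing the limit was not always enough; inconclusive means no clear call, values can overlap the other calls; inactive means mean under the limit and some replicate under it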;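 further: myotubes were challenged with 10 µM simvastatin during compound exposure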
GSIS activator: GLuc luminescence reporter in INS-1E cells, primary screen for activators of glucose-dependent secretion of insulin; activation, % at 16.6 µM; INS-1E GLuc reporter insulin secretion, 2-3 h; 370,000 compounds, 0.61% hits;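 active means lowest replicate activation of at least 40%, so every replicate reaches that level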;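 further: 0% = median of neutral control wells and 100% = median of IBMX positive control wells; some compounds called inactive have numbers as strong as hits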
PGC1a acetyl inh: inhibitors of PGC1a acetylation signal, primary screen, cell-based, U2OS, AlphaScreen, inhibitor mode; AlphaScreen anti-acetyl-lysine; with virally co-expressed GCN5 acetyltransferase; inhibition, % at 15.6 µM; 350,000 compounds, 0.17% hits; AID 651687, 2012;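 active means every replicate shows inhibition of at least 40%; inconclusive means mean inhibition at least 40% but some replicate below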;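 further: 0% = neutral control wells and 100% = positive control wells; some results beyond the cut were filed as inactive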
Cneo AK release: Cryptococcus neoformans cell lysis inducers, primary screen, AK release luminescence, single concentration. 360,000 compounds, 0.2% hits. C. neoformans lysis, adenylate kinase release luminescence, 4 h; normalised: neutral wells 0, clomiphene wells 100. lysis activity, % at 15 µM;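 active means mean lysis activity across replicates of at least 80%, whatever share of replicates individually reach that level; inactive means mean lysis activity below 80%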
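Material: C. neoformans cells | Amount: Yeast cell density of 5 × 10^6 cells/mL | Medium: Fresh YPD growth medium | Dosing: Single dose | Times: Static 4 h at 37 °C with compound, 1 h detection | Detection: AK luminescence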
LGR2 antag: inhibitors of bursicon-induced LGR2 CRE-luciferase signal, primary screen, cell-based, HEK293, CRE-luciferase reporter, bursicon stimulation. bursicon-stimulated, 4 h. inhibition, % at 9.99 µM. 380,000 compounds, 0.35% hits;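 active means drop in luminescence signal, shown as inhibition above about 50% in the replicate tests, limit read from the data, passing the limit was not always enough; inconclusive means probably only some replicates passing the limit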;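 further: agonist challenge used bursicon conditioned medium at about half maximal strength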
ARNT-TACC3 inh: disruptors of ARNT/TACC3 protein interaction, primary screen, biochemical, AlphaScreen, single concentration | inhibition, % at 9.99 µM | 390,000 compounds, 0.66% hits | Transforming acidic coiled-coil-containing protein 3 (Homo sapiens), Q9Y6A5 | AlphaScreen His-ARNT PAS-B/GST-TACC3 binding, luminescence; TACC3 fragment carries E629A point mutation;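 active means mean inhibition of replicates at least 50% and at least half of replicates each reaching 50%; inconclusive means half or more replicates reach 50% but mean below 50%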;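 further: 0% = complete ARNT plus TACC3 wells and 100% = ARNT alone without TACC3; many hits fall short of the cut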
PglD DTNB: C. jejuni PglD acetyltransferase inhibitors, primary screen, biochemical, DTNB colorimetric, single point | 360,000 compounds, 0.098% hits | AID 602405, 2012 | UDP-N-acetylbacillosamine N-acetyltransferase PglD (Campylobacter jejuni) | inhibition, % at 12.5 µM | purified PglD enzyme, DTNB colorimetric CoA detection; in the data active means inhibition above about 16%, passing the limit was not always enough; inconclusive means no clear call, values can overlap the other calls; further: strong numbers were not always called active
* marks the source's active call; other numbers are inactive results; u = inconclusive; x = not tested or not shown.

Codes – A = PAX8 inh HTS; B = C2C12 statin; C = GSIS activator; D = PGC1a acetyl inh; E = Cneo AK release; F = LGR2 antag; G = ARNT-TACC3 inh; H = PglD DTNB
> COC(=O)CSc1nnc(CNC(=O)c2ccc(S(=O)(=O)N3CCCCC3)cc2)n1C
  A: x; B: 3; C: -2; D: -7; E: -4; F: 4; G: -6; H: -4

> CCCNC(=O)C[C@@H]1CC[C@@H]2[C@H](COC[C@H](O)CN2C(=O)C2CCOCC2)O1
  A: -15; B: -21; C: 0; D: 4; E: 3; F: 12; G: 6; H: 2

> O=C(NC(=S)Nc1ccccc1F)C1CCCCC1
  A: -67; B: 3; C: -4; D: x; E: 18; F: -27; G: -8; H: -5

> NC(COCc1ccccc1)c1csc(Nc2ccc(C(F)(F)F)cn2)n1 (stereo not given)
  A: -27; B: -19; C: 254; D: x; E: 5; F: -23; G: x; H: 3

> CC(Cc1ccccc1)=NNS(=O)(=O)c1ccc([N+](=O)[O-])cc1
  A: 13; B: 0; C: 4; D: 7; E: x; F: 6; G: -4; H: x

> COc1ccccc1-c1cc(C(=O)NC(C)c2ccccc2)no1 (stereo not given)
  A: x; B: 44; C: x; D: -2; E: -1; F: x; G: -1; H: 3

> Cc1cc(NC(=O)Nc2cccc(C(F)(F)F)c2)n(C)n1
  A: -10; B: x; C: 3; D: x; E: x; F: -7; G: -1; H: x

> Cc1ccc(NC(=O)c2ccco2)c(NC(=O)c2ccccc2C)c1
  A: -4; B: 3; C: -4; D: 4; E: 0; F: 28; G: -14; H: -1

> C/C(=N\O)c1cc(Cl)ccc1O
  A: -22; B: -9; C: x; D: 8; E: -3; F: -8; G: -12; H: -6

> Cc1c(C(=O)NC(=S)Nc2ccccc2N2CCCC2)cccc1[N+](=O)[O-]
  A: 14; B: x; C: 9; D: x; E: x; F: -3; G: 1; H: x

> O=C(NNc1ccc([N+](=O)[O-])cc1)Nc1ccccc1
  A: -9; B: 20; C: -9; D: -3; E: 3; F: -10; G: -2; H: -9

> O=C1C2C3C=CC(CNS(=O)(=O)c4ccccc4)(O3)C2C(=O)N1c1ccc(Cl)cc1 (stereo not given)
  A: 11; B: x; C: -7; D: x; E: x; F: -7; G: -1; H: x

> CCOC(=O)N1CCN(S(=O)(=O)c2ccc(C)cc2)CC1
  A: 20; B: -8; C: 1; D: 10; E: 0; F: -6; G: -4; H: -1

> CC(C)CC#Cc1ccc([C@@H]2[C@H]3CN(S(=O)(=O)Cc4ccccc4)CCCCN3[C@H]2CO)cc1
  A: 5; B: x; C: -11; D: -18; E: 1; F: -16; G: -7; H: 4

> CC(=O)COc1ccc2c(C)c(-c3ccccc3)c(=O)oc2c1
  A: -84; B: x; C: -4; D: 0; E: x; F: -43; G: -9; H: x

> CCCNC(=O)N(C)C[C@@H]1Oc2ncc(Br)cc2C(=O)N([C@@H](C)CO)C[C@@H]1C
  A: 29; B: 7; C: 9; D: 5; E: -1; F: -16; G: 7; H: 0

> CCC(=O)N(C)C[C@@H]1Oc2cc(C3=CCCC3)ccc2S(=O)(=O)N([C@H](C)CO)C[C@H]1C
  A: x; B: 2; C: 14; D: 9; E: -1; F: 8; G: -4; H: -1

> CCS(=O)(=O)N[C@H]1C=C[C@H](CC(=O)N2CCCCC2)O[C@H]1CO
  A: 6; B: -5; C: 19; D: u; E: 1; F: 1; G: -20; H: 1

> CCCCOCCCNC(=O)C1CCCCC1
  A: x; B: 0; C: -1; D: -1; E: 1; F: -8; G: -2; H: -6

> CCC(=O)N1C[C@H](C)[C@@H](OC)CN(C)C(=O)c2cc(NC(=O)c3cc(C)on3)ccc2OC[C@@H]1C
  A: x; B: -3; C: 2; D: -14; E: x; F: -3; G: x; H: x

> OC[C@H]1[C@@H](c2ccc(C#Cc3ccccc3)cc2)[C@@H]2CN(CC3CCOCC3)CCCCN12
  A: -13; B: x; C: -19; D: -14; E: -1; F: -21; G: 8; H: 4

> COC(=O)c1ccc(NC(=O)c2ccc(N(C)S(C)(=O)=O)cc2)cc1
  A: x; B: -2; C: x; D: -4; E: 0; F: x; G: 0; H: -6

> COCCNC(=O)C[C@@H]1CC[C@H](NC(=O)NC2CCCCC2)[C@@H](CO)O1
  A: x; B: -4; C: 7; D: 9; E: -3; F: -2; G: -12; H: -1

> COc1ccc(NC(=O)Nc2ccc3c(c2)C(=O)N([C@H](C)CO)C[C@@H](C)[C@H](CN(C)S(=O)(=O)c2cn(C)cn2)OCCCC[C@H](C)O3)cc1
  A: 9; B: x; C: -10; D: 2; E: -1; F: -5; G: -1; H: 1

> COc1ccc2c(c1)[C@@H]1[C@H](CO2)[C@H](c2ccccc2)[C@]2(C)C(=O)NCC(=O)N12
  A: 7; B: -2; C: -16; D: x; E: 4; F: 5; G: 2; H: -2

The final 5 records of the part before lead into the next:
Codes – A = PAX8 inh HTS; B = C2C12 statin; C = GSIS activator; D = PGC1a acetyl inh; E = Cneo AK release; F = LGR2 antag; G = ARNT-TACC3 inh; H = PglD DTNB
> OC[C@H]1[C@@H](c2ccc(C#Cc3ccccc3)cc2)[C@@H]2CN(CC3CCOCC3)CCCCN12
  A: -13; B: x; C: -19; D: -14; E: -1; F: -21; G: 8; H: 4

> COC(=O)c1ccc(NC(=O)c2ccc(N(C)S(C)(=O)=O)cc2)cc1
  A: x; B: -2; C: x; D: -4; E: 0; F: x; G: 0; H: -6

> COCCNC(=O)C[C@@H]1CC[C@H](NC(=O)NC2CCCCC2)[C@@H](CO)O1
  A: x; B: -4; C: 7; D: 9; E: -3; F: -2; G: -12; H: -1

> COc1ccc(NC(=O)Nc2ccc3c(c2)C(=O)N([C@H](C)CO)C[C@@H](C)[C@H](CN(C)S(=O)(=O)c2cn(C)cn2)OCCCC[C@H](C)O3)cc1
  A: 9; B: x; C: -10; D: 2; E: -1; F: -5; G: -1; H: 1

> COc1ccc2c(c1)[C@@H]1[C@H](CO2)[C@H](c2ccccc2)[C@]2(C)C(=O)NCC(=O)N12
  A: 7; B: -2; C: -16; D: x; E: 4; F: 5; G: 2; H: -2

> Cc1ccc(NC(=S)NC(=O)C2CC2)cc1Cl
  A: -19; B: -17; C: -16; D: -3; E: 57; F: -16; G: 1; H: -3

> C[C@H](CO)N1C[C@H](C)[C@H](CN(C)C(=O)Nc2ccccc2)Oc2ccc(NC(=O)c3ccncc3)cc2C1=O
  A: -22; B: 5; C: 3; D: 4; E: 6; F: -11; G: 1; H: -6

> Oc1c(C=NCc2ccccc2)sc2ccccc12
  A: -139; B: x; C: 0; D: -1; E: x; F: -103; G: 20; H: x

> Cc1ccn2c(C=O)c(-c3ccc(F)cc3)c(C=O)c2c1
  A: 5; B: x; C: 13; D: 8; E: x; F: 14; G: -3; H: x

> C/C=C/c1ccc([C@H]2[C@@H](CO)N(C(=O)CC)[C@@H]2CNC(=O)C2CC2)cc1
  A: -11; B: -1; C: 0; D: -9; E: 91*; F: -9; G: -10; H: 2

> CCN(Cc1ccccc1)C(=O)CN1C(=O)c2ccccc2C1=O
  A: -11; B: 5; C: -5; D: 0; E: -1; F: -5; G: -1; H: 0

> C[C@@H]1CCCCO[C@@H](CN(C)S(=O)(=O)c2ccccc2)[C@H](C)CN([C@H](C)CO)C(=O)c2cc(NC(=O)Nc3cccc4ccccc34)ccc2O1
  A: -17; B: x; C: 29; D: -21; E: 6; F: -1; G: -28; H: 0

> Cc1ccc(C(=O)N2CCN(c3ncccn3)CC2)cc1S(=O)(=O)N1CCCCC1
  A: 15; B: x; C: 0; D: -5; E: -1; F: -17; G: -1; H: 6

> C[C@@H]1CN([C@@H](C)CO)C(=O)c2cccc(NC(=O)Nc3ccc4c(c3)OCO4)c2O[C@@H]1CN(C)CC1CC1
  A: -12; B: x; C: -7; D: 3; E: x; F: -2; G: x; H: x

> COCCNC(=O)CN(c1ccc(C)cc1)S(=O)(=O)c1ccccc1
  A: x; B: -6; C: 16; D: 7; E: x; F: 18; G: -5; H: x

> CCOC(=O)C1(C)CCN1C(=O)c1cccnc1Oc1ccccc1 (stereo not given)
  A: -18; B: -8; C: 1; D: -10; E: 3; F: 3; G: x; H: -1

> Cc1cc(C)c(S(=O)(=O)NCC2CCC(C(=O)NCc3ccc4c(c3)OCO4)CC2)c(C)c1 (stereo not given)
  A: x; B: 54; C: -33; D: u; E: 2; F: 15; G: -1; H: 3

> COc1cc2c(c3oc(=O)cc(CC(=O)O)c13)CCC(C)(C)O2
  A: 17; B: -5; C: 8; D: 1; E: 1; F: 0; G: 10; H: 5

> O=C(CSc1nnnn1-c1cccc(F)c1)NC1CCCCC1
  A: -11; B: 2; C: -20; D: x; E: 1; F: 13; G: x; H: 5

> Cc1nn(C)cc1CNC(=O)C1CCC(=O)N(CC2CCCCC2)C1 (stereo not given)
  A: x; B: x; C: -1; D: 3; E: -3; F: -5; G: -24; H: -2

> CCOc1ccc(NC(=O)CC2C(=O)N(C)C(=S)N2Cc2ccc3c(c2)OCO3)cc1 (stereo not given)
  A: x; B: 10; C: x; D: -5; E: 0; F: x; G: 1; H: 2

> COc1ccc(C(=O)N2C[C@@H]3[C@H](c4ccccc42)[C@H](CO)N3Cc2ccc3c(c2)OCO3)cc1
  A: 7; B: -13; C: -5; D: -7; E: 0; F: -15; G: 1; H: 1

> CCC1CCc2[nH]nc(C(=O)O)c2C1 (stereo not given)
  A: x; B: 1; C: x; D: -9; E: -1; F: x; G: 6; H: 0

> CC(C)(C)CN1CCNC(=O)C1CC(=O)N1CCOc2ccccc2C1 (stereo not given)
  A: 18; B: x; C: 3; D: 0; E: x; F: x; G: -6; H: x

> C[C@H]1CN([C@@H](C)CO)C(=O)c2cc(NC(=O)Nc3cccc4ccccc34)ccc2O[C@@H]1CN(C)Cc1ccc(Oc2ccccc2)cc1
  A: x; B: x; C: -2; D: -12; E: -2; F: -7; G: -6; H: 0

> CC[C@]12c3[nH]c4ccc(OC)cc4c3CCN1C(=O)C(CC(=O)NCC13CC4CC(CC(C4)C1)C3)C[C@@H]2C(=O)N1CCN(C(=O)c2ccco2)CC1 (stereo not given in full)
  A: x; B: 16; C: x; D: -9; E: -8; F: x; G: -1; H: -3

> Cc1ccc(-c2c(CC(=O)O)c(C)nc3sc4c(c23)CCCC4)cc1
  A: 12; B: 12; C: 4; D: x; E: -1; F: 0; G: -11; H: -5

> CCc1ccc(NC(=O)C2CC(=O)N(C(C)C)C2)cc1 (stereo not given)
  A: x; B: x; C: 13; D: 3; E: 0; F: x; G: -6; H: -2
